Peg3 promoter: Peg3 promoter activity inhibition; hit rate 1.7% among 360,000; AID 588405; inhibition, % at 20 µM; HeLa PEG-Prom luciferase reporter, luminescence, overnight;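 active = inhibition of at least 50% at 20 µM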
CF NFkB inh: inhibitors of cystic fibrosis induced NF-kB; inhibition, % at 5 µM; hit rate 0.86% among 360,000; KKLEB NF-kB-GFP reporter, PAF-induced, GFP fluorescence overnight;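 active = at least 50% inhibition at 5 µM, scaled per plate between neutral and stimulator controls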;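 note: PAF is a Pseudomonas aeruginosa culture filtrate used as stimulus; plate controls were PAF-stimulated DMSO wells for no effect and unstimulated DMSO wells for full effect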
KKLEB tox: reduces viability of KKLEB cystic fibrosis airway cells; KKLEB CF airway cells viability, ATPlite luminescence, overnight; active compounds read low; cells stimulated with P. aeruginosa culture filtrate; hit rate 0.36% among 360,000; activity change (cytotoxicity), % at 5 µM; AID 602141;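 active = corrected activity change at or below -50% at 5 µM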
NR2E3 ag-1: agonists of human NR2E3 nuclear receptor; Q9Y5X4; CHO-S Gal4-NCOR/VP16-NR2E3 two-hybrid, luciferase; inhibition of corepressor binding, % at 3.98 µM; hit rate 0.35% among 360,000; AID 602229;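 active = inhibition above the mean of all tested compounds plus 3 SD, cut at about 70% in these data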;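 note: 0% = DMSO with NR2E3 transfected cells and 100% = cells lacking NR2E3 construct; higher means lower luciferase signal from less NR2E3 corepressor binding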
Target sequence (Q9Y5X4 whole entry, looked up, the tested form may be a part): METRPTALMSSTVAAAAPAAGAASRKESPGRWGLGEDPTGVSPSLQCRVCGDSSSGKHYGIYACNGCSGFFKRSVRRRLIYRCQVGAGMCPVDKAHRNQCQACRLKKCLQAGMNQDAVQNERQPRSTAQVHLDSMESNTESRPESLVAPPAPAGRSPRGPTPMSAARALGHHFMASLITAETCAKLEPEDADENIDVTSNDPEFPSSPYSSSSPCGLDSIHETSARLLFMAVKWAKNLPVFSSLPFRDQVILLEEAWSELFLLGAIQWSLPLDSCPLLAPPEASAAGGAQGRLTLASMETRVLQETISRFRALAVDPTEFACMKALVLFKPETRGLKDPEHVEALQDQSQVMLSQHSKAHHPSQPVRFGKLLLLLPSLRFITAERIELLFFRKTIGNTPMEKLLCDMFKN
NR2E3 ag-2: agonists of human nuclear receptor NR2E3. inhibition of corepressor binding, % at 4.78 µM. GST-NR2E3/biotin-RetCOR TR-FRET, 1536-well. Q9Y5X4. hit rate 0.12% among 320,000. AID 2300;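 active = percent inhibition above the cutoff of mean plus 3 SD of all tested compounds, set per screening campaign, cut at about 20% in these data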;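 note: 0% = DMSO wells and 100% = biotin wells as full block of FRET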
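Test system: GST-NR2E3 and biotin-RetCOR proteins | Quantity: 1.35 nM GST-tagged NR2E3 final | Medium: Tris pH 7.5 | Also added: 7 nM biotin-RetCOR | Dosing: Compound at 4.8 µM, single dose | Timing: 5 h at 4 °C | Detection: Time-resolved FRET | Read-out basis: Percent inhibition | Benchmarks: Biotin wells as high control, 0.6% DMSO wells as low control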
TRAIL sens C8: sensitizes caspase-8 expressing cells to TRAIL; NB7+C8 cells + TRAIL, ATPlite viability luminescence; inhibition (viability loss, TRAIL sensitization), % at 10 µM; hit rate 1% among 360,000;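 active = compounds causing at least 50% loss of cell viability in the single-dose screen, relative to plate controls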
TWEAK-Fn14 inh: TWEAK-Fn14 signaling inhibition; inhibition, % at 10 µM; hit rate 2% among 360,000; TWEAK-stimulated Fn14 reporter cells, luciferase luminescence, 8 h; in the data active = inhibition above about 50%
HIF-2a block: blocks HIF-2a reporter activity | inhibition, % at 18.8 µM | 786-0 RCC cells HIF-2a reporter, luciferase luminescence, overnight | hit rate 0.72% among 360,000 | AID 624352;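 active = inhibition of the luminescence signal of 40% or more relative to plate controls, in a single-dose primary screen at 18.75 µM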
TROY signal inh: blocks TROY-dependent signaling in reporter cells; inhibition, % at 10 µM; Q293 LMP1-TROYcd NF-kB luciferase reporter, 4 h; hit rate 0.98% among 360,000;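 active = compounds whose plate-normalised and pattern-corrected inhibition of the luciferase reporter signal at the single screening dose is 50% or more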
TRPM1 prom inh: MITF TRPM1 promoter inhibition in SK-MEL-5 cells; SK-MEL-5 TRPM1 promoter luciferase, 24 h; hit rate 0.83% among 330,000; inhibition, % at 12.5 µM;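 active = mean inhibition across replicates of 60% or more, whatever share of single replicates reaches that level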; note: values of inactives mirror those of a sister screen read the other way
Shn3 3UTR inh: Schnurri-3 reporter inhibition in Clone20 osteoblasts; Clone20 osteoblast Shn3 3'UTR firefly luciferase, 24 h; inhibition, % at 12.5 µM; hit rate 0.52% among 360,000;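 active = mean inhibition of at least 75% with every replicate also reaching 75%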;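 note: 0% = median of neutral control wells and 100% = pilot-screen positive control compound; some compounds past the cut are filed as inactive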
* hit, by the source's call; / = no result given.

SMILES	Peg3 promoter	CF NFkB inh	KKLEB tox	NR2E3 ag-1	NR2E3 ag-2	TRAIL sens C8	TWEAK-Fn14 inh	HIF-2a block	TROY signal inh	TRPM1 prom inh	Shn3 3UTR inh
Cn1nc(C(F)(F)F)c(C#N)c1N1CCN(c2ccccn2)CC1	-10	9	5	-28	0	-22	21	-3	7	-3	10
COc1ccc(CC2(CO)CCN(Cc3cccnc3)CC2)cc1	-1	11	-7	-25	1	1	-11	8	-8	8	13
CNC(=S)N1CCN(c2c(F)cc3c(=O)c(C(=O)O)cn(C4CC4)c3c2OC)CC1C (stereo not given)	7	-5	-14	-26	3	-6	9	22	11	7	-27
Cc1nn(-c2ccccc2)c(C)c1C(=O)Nc1ccc(N2CCOCC2)cc1	1	-6	1	4	0	-2	-5	-15	-18	24	8
Cc1ccccc1-c1csc(C(O)c2ccc(F)cc2)n1 (stereo not given)	-47	4	-10	-37	/	-10	-14	-106	-52	/	-39
COc1ccc2oc(=Nc3cc(F)ccc3F)c(C(N)=O)cc2c1	-15	-10	-10	-14	-1	17	-12	-166	-23	-45	-14
O=C(O)c1cc(N2C(=O)C3C4C=CC(C4)C3C2=O)ccc1NCc1cccnc1 (stereo not given)	5	16	11	-27	1	-1	4	5	-18	0	-4
CCOC(=O)C1CCN(C(=O)N2CCOCC2)CC1	12	-7	9	-7	-2	-3	-5	11	-3	-6	-5
O=C(c1ccc(N2CCCC2=O)cc1)N1CCN(c2ccccc2F)CC1	14	14	-5	-5	1	-3	14	0	7	-1	-4
COc1cc(CNc2ncn[nH]2)cc(Br)c1OC	14	3	2	1	-2	15	-8	1	-4	-2	-14
CCCc1nc2oc3ccccc3c(=O)c2c(=O)n1-c1ccc(C)cc1	-261	6	0	-136	1	22	-14	-274	-5	/	-85
Cc1cccc(/C=C2\CCC(C3CCCC3)C2=O)c1 (stereo not given)	-82	-19	16	-27	-3	8	-18	-148	-60	-45	-17
COc1ccccc1-c1nc(N)n[nH]1	17	7	5	-17	1	-3	1	8	12	16	-5
CCn1cc(C(=O)NCc2ccco2)c2cc(OC)c(OC)cc2c1=O	13	-12	2	7	-4	-19	3	-7	-10	1	-2
COC(=O)C1=C(C)NC(C)=C(C(=O)OCC2CCCO2)C1c1cccc(Cl)c1 (stereo not given)	6	-14	6	-4	-6	0	3	18	6	0	-9
COc1ccc(C(=O)N/C(=C\c2ccccc2)C(=O)Nc2ccccc2C(=O)O)cc1	9	-4	-13	-17	1	2	-11	18	-1	7	5
COCCCN(Cc1ccco1)C(=O)c1cc2c(s1)-c1ccc(Cl)cc1S(=O)(=O)C2	-3	-8	4	0	1	10	-17	-3	8	6	4
CCOC(=O)c1c(NC(=O)c2cc(CC(C)C)on2)sc(C(C)=O)c1C	-23	20	-12	-7	1	9	-8	-32	4	-14	-15
O=c1ccc(Cl)cn1Cc1ccccc1F	3	9	-7	-37	-4	-20	-4	-5	0	19	10
CN(C)C1(CNC(=O)C2CCC(=O)N(CCc3ccc(Cl)cc3)C2)CCCCC1 (stereo not given)	5	9	7	-11	0	-4	-14	1	4	12	-12
CN(Cc1ccccn1)C(=O)C1CCC(=O)N(CCc2ccc(Cl)cc2)C1 (stereo not given)	9	27	-13	-17	0	-13	-11	1	-10	9	-36
Cc1ccc(C(=O)NC2CCN(S(=O)(=O)c3ccccc3)CC2)cc1	11	-9	6	-27	-1	-7	-8	-1	12	-7	-6
Cn1c(=O)c2c(nc(CN3CCN(c4cccc(Cl)c4)CC3)n2CCc2ccccc2)n(C)c1=O	17	16	2	3	3	8	0	8	21	-3	9
Nc1nnc(SCc2ccc(F)cc2)s1	-14	11	-8	-18	3	-23	-1	-54	-12	-19	-26
CC1(C(=O)NS(=O)(=O)c2cccs2)CCN1C(=O)c1ccco1 (stereo not given)	1	32	-18	-19	/	4	10	6	-3	/	6
COc1cccc(NC(=O)CSc2nnc(C)s2)c1	-1	2	3	-4	2	-12	-6	15	12	1	8
C[C@@H]1CN([C@H](C)CO)C(=O)CCCn2nncc2CO[C@@H]1CN(C)C(=O)Nc1ccnc(N2CCOCC2)c1	8	-2	-3	2	/	10	-8	4	2	/	-4
C/C=C/Cn1c(SCc2ccc(C)cc2)nc2c1c(=O)[nH]c(=O)n2C	5	10	-3	-1	-3	-9	-27	2	-18	-20	8
CCC(=O)c1ccc(OCC(=O)N2CCCC2)c(OC)c1	8	15	7	-4	0	-4	3	8	-2	/	6
O=c1c(Cc2ccc(Cl)cc2Cl)c(O)ccn1CCCN1CCOCC1	0	-12	14	-26	1	-4	-4	7	-14	2	-6
O=C1CCCN1C(=O)CSc1ncnc2sccc12	5	3	15	-43	/	0	-7	-17	-35	-4	-7
Cc1ccsc1/C=N/NC(=O)CNC(=O)c1c(F)cccc1Cl	-1	-1	-4	-5	-1	9	-13	-6	-22	1	6
CCn1c(CNC(=O)COc2ccc(C(C)C)cc2)nnc1SCC(=O)Nc1ccccc1F	1	8	6	5	0	0	-9	-5	7	0	-9
COc1ccc(NC(=S)N2CCNC(=O)C2CC(=O)Nc2ccc(C)cc2)cc1 (stereo not given)	0	-18	2	-20	2	2	1	18	-4	-2	4
COc1cccc(-c2cc(C(=O)N3CCN(S(=O)(=O)c4ccc(Br)cc4)CC3)[nH]n2)c1	5	21	22	-9	-2	7	12	14	31	-1	4
Cc1ccc(-n2ncc(C(=O)Nc3cc(Cl)ccc3C)c2C2CCNCC2)cc1C	7	6	-6	-3	2	-2	0	-1	25	-9	2
O=C(CSc1ncnc2c1cnn2-c1ccccc1)NCC1CCCO1 (stereo not given)	3	-8	5	-14	-4	-5	10	-1	2	32	-4
CCc1ccc(NC(=S)N2CCN(C)CC2)cc1	-83	-2	4	-22	2	16	-15	-88	-30	-22	-13
COc1cc(/C(C#N)=C/c2cccc3ccccc23)c([N+](=O)[O-])cc1OC	15	6	-8	12	-5	1	7	20	20	2	-21
CCCSc1nnc2n(C)c(=O)c3c4c(sc3n12)CCC4	9	-14	-4	-4	1	15	18	10	-16	3	8
Cc1ccc(C(=O)N/C(=C\c2cccs2)C(=O)NCc2ccncc2)cc1	18	-11	1	3	-2	-15	4	2	-13	-5	20
COc1ccc(NC(=O)c2coc(C)c2)cc1	-206	-19	3	-58	0	-16	-12	-172	-9	/	-60
O=C(c1ccccc1)N1CCN(C(=S)NCCc2ccccc2)CC1	15	11	8	11	3	-6	4	9	-8	-4	6
OCCN1CCN(c2ncnc3scc(-c4ccc(F)cc4)c23)CC1	-1	22	-11	6	/	9	-34	20	4	-1	8
O=C(COC(=O)c1cc(=O)[nH]c2ccccc12)c1cccs1	2	15	-4	12	3	1	-1	0	-6	-1	-7
Cc1cc(C)c(C)c(S(=O)(=O)Nc2ccc(O)cc2)c1C	8	13	-6	-6	3	-11	23	18	9	5	-3
O=C(COC(=O)c1c(Cl)cccc1Cl)NCC1CCCO1 (stereo not given)	17	5	7	-25	2	14	-22	7	-13	4	1
S=C(NCCc1ccccn1)Nc1ccc(Cl)c(Cl)c1	-24	8	-5	-24	-2	-8	-11	-33	-36	-12	-10
O=C(O)c1ccc(N2CC3CC(C2)c2cccc(=O)n2C3)c(NC(=S)Nc2ccc(Cl)cc2Cl)c1 (stereo not given)	2	12	3	-21	4	-5	-2	8	1	7	-1
NC(=O)[C@@H]1CCCN1C(=O)c1ccc2oc(CCc3ccccc3)nc2c1	-104	13	-12	-46	/	12	-16	-135	-6	-10	-38
COC(=O)c1cc(OC)c(OC)cc1NC(=O)c1ccccc1	3	-26	-18	-15	0	-6	9	5	-10	-7	-11
C[C@@H]1CN([C@H](C)CO)C(=O)CCCn2cc(nn2)CO[C@H]1CN(C)C(=O)Cc1ccccc1	-9	-14	7	-3	/	-6	-2	7	9	/	-9
COc1ccc(Cc2nnc(NC(=O)c3cccc([N+](=O)[O-])c3)s2)cc1	-70	-18	3	-25	-1	28	1	-40	-24	-7	-27
CC1=C(n2ccnc2)CCC1=O	-15	-5	-8	5	4	6	8	-5	-12	5	-34
O=C1c2cccc(-c3ccc(C(F)(F)F)cc3)c2C2CCCCN12 (stereo not given)	-11	0	10	7	/	-1	-9	8	20	/	13

Twelve of these compounds in a different format.
Order of values: Peg3 promoter	CF NFkB inh	KKLEB tox	NR2E3 ag-1	NR2E3 ag-2	TRAIL sens C8	TWEAK-Fn14 inh	HIF-2a block	TROY signal inh	TRPM1 prom inh	Shn3 3UTR inh
- Cc1ccc(C(=O)N/C(=C\c2cccs2)C(=O)NCc2ccncc2)cc1
  18	-11	1	3	-2	-15	4	2	-13	-5	20
- COc1ccc(NC(=O)c2coc(C)c2)cc1
  -206	-19	3	-58	0	-16	-12	-172	-9	/	-60
- O=C(c1ccccc1)N1CCN(C(=S)NCCc2ccccc2)CC1
  15	11	8	11	3	-6	4	9	-8	-4	6
- OCCN1CCN(c2ncnc3scc(-c4ccc(F)cc4)c23)CC1
  -1	22	-11	6	/	9	-34	20	4	-1	8
- O=C(COC(=O)c1cc(=O)[nH]c2ccccc12)c1cccs1
  2	15	-4	12	3	1	-1	0	-6	-1	-7
- Cc1cc(C)c(C)c(S(=O)(=O)Nc2ccc(O)cc2)c1C
  8	13	-6	-6	3	-11	23	18	9	5	-3
- O=C(COC(=O)c1c(Cl)cccc1Cl)NCC1CCCO1 (stereo not given)
  17	5	7	-25	2	14	-22	7	-13	4	1
- S=C(NCCc1ccccn1)Nc1ccc(Cl)c(Cl)c1
  -24	8	-5	-24	-2	-8	-11	-33	-36	-12	-10
- O=C(O)c1ccc(N2CC3CC(C2)c2cccc(=O)n2C3)c(NC(=S)Nc2ccc(Cl)cc2Cl)c1 (stereo not given)
  2	12	3	-21	4	-5	-2	8	1	7	-1
- NC(=O)[C@@H]1CCCN1C(=O)c1ccc2oc(CCc3ccccc3)nc2c1
  -104	13	-12	-46	/	12	-16	-135	-6	-10	-38
- COC(=O)c1cc(OC)c(OC)cc1NC(=O)c1ccccc1
  3	-26	-18	-15	0	-6	9	5	-10	-7	-11
- C[C@@H]1CN([C@H](C)CO)C(=O)CCCn2cc(nn2)CO[C@H]1CN(C)C(=O)Cc1ccccc1
  -9	-14	7	-3	/	-6	-2	7	9	/	-9

Source: PubChem BioAssay (several laboratories)

The list is partial. The share of hits here may be higher or lower than overall.
